# Assay outcomes as filed in PubChem.
# HttQ103 aggreg: reduces HttQ103-GFP aggregates in PC12 cells; PC12 HttQ103-GFP aggregates, Acumen cytometry, 40 h; 1.1% of 220,000 active; Potency, µM (series often up to 46.1 µM), without a hit: at the top dose activity change, negative = inhibition, most hits filed as inhibitors; further: potency means the concentration at half of the fitted maximal effect; on the % scale 0 is the no-effect control and ±100 the full control effect; nearly all actives have a fitted effect of over 60% in size
#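 Inducible Q103 Huntingtin exon 1–GFP PC12 line, 1500 cells/well in phenol red free DMEM with 5% equine and 5% calf serum. Tebufenozide 100 nM induced expression; compounds titrated; aggregates quantified by cytometry.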
# IMPase Li cell: membrane-permeable IMPase blocker, potentiated with lithium. Potency, µM (titrated, usually from 59.4 µM), for inactives: at the highest dose activity, negative = IMPase inhibition, most hits filed as inhibitors. CHO-M1 cells, IP1 TR-FRET (IP-One), carbachol + lithium. 0.35% of 210,000 active;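 further: IP1 builds up when IMPase is blocked and the TR-FRET signal falls; potency means the concentration at half of the fitted maximal effect; plate controls were basal vehicle for no effect and high inhibitor control for full effect; nearly all actives have a fitted effect of over 50% in size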
#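 Lithium-sensitised IP1 accumulation assay; M1-expressing CHO cells treated 30 min at 37C with compound. Competitive antibody detection by time-resolved FRET followed a 10 min room-temperature lysis step.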
# SMN2 splice up: SMN2 splice variant enhancement. HEK293 SMN2-luciferase splicing reporter, luminescence, 30-36 h. Potency, µM (top dose mostly 46.1 µM), without a hit: top-dose activity change, positive = activation, hits mostly activators. 2.8% of 210,000 active; further: potency means the concentration at half of the fitted maximal effect; % of control where 0% means no effect; nearly all actives have a fitted effect of over 55% in size
#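 qHTS luciferase splicing reporter: luminescence rises when SMN2 exon 7 is included in transfected HEK293 cells. Compound exposure lasted 30-36 h at 37C, with 4.5 mM final sodium butyrate as control, followed by a ONE-Glo read.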
# CBFb-RUNX1 inh: blocks binding between human CBF-beta and RUNX1; AlphaScreen CBFb-His/RUNX1-biotin binding, biochemical; 230,000 tested, under 10 active; Potency, µM (highest dose often 59.8 µM), inactives show at the top dose activity, negative = inhibition, most hits filed as inhibitors; Q01196+Q13951; AID 1477; further: % of control where 0% means no effect
# Target sequence (Q01196 whole entry, looked up): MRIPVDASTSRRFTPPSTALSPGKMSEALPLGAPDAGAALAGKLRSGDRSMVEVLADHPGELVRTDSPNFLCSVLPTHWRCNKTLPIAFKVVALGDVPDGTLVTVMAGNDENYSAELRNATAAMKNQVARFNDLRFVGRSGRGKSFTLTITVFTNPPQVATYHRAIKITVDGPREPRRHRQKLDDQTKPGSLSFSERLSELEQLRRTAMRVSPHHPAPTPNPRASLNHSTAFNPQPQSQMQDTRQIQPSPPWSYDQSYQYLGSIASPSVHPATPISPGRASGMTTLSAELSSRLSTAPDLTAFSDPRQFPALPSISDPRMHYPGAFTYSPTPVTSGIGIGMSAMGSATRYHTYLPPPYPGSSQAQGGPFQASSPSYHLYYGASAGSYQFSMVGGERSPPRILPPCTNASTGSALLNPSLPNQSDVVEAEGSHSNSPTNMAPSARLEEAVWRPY
# Target sequence (Q13951 whole entry, looked up): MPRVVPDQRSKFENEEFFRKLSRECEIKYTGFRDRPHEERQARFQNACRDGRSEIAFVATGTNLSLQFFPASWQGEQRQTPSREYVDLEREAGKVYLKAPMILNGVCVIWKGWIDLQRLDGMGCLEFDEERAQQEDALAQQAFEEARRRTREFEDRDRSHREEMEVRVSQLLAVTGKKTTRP
#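 Inhibition was taken as any reduction in AlphaScreen signal from the CBF-beta–RUNX1 pair (His and biotin tags, 30 nM each), measured after compound (15 min) and bead (90 min) incubations at room temperature.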
# HTT cytoprotect: cytoprotection in Huntington HTT-Q103 PC12 cell model. 0.14% of 230,000 active. PC12 HTT-Q103 induced, cytoprotection, ATP luminescence, 40 h. Potency, µM (series often up to 56.4 µM), inactives show cytoprotection (ATP increase), hits mostly activators. AID 1471;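 further: potency means the concentration at half of the fitted maximal effect; % of control where 0% means no effect; nearly all actives have a fitted effect of over 45% in size; toxic huntingtin expression switched on by the ecdysone agonist tebufenozide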
#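 Quantitative HTS on tebufenozide-induced (100 nM) PC12 cells expressing HTTQ103 exon 1–GFP; compounds tested as a concentration series; survival measured via cellular ATP.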
# LMNA splice mod: LMNA splicing modulation. HeLa LMNA splicing GFP/RFP minigene ratio, 48 h. Potency, µM (titrated, usually from 46.1 µM), for the others: top-dose ratio change, negative = inhibition, most hits filed as inhibitors. 0.01% of 200,000 active. AID 1487; active means well fitted inhibition curve with a large enough effect in the signal ratio, with a control signal flat, not every such curve was filed as active; inconclusive means small, poorly fitted or top-dose-only effect, or effect the other way, or a change in a side signal; the % refers to the signal ratio; further: potency means the concentration at half of the fitted maximal effect; on the % scale 0 is the no-effect control and ±100 the full control effect
#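 Read-out is the ratio of GFP to DsRed2 object intensity, acquired by 488 nm laser-scanning cytometry on HeLa lamin A-EGFP minigene reporter cells. Compound incubation 48 hrs at 37 °C in Opti-MEM with 2% FBS; DMSO 0.5% final.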
# Luc counter: blocks Kinase-Glo luciferase, a counter-screen artifact; Kinase-Glo luciferase, ATP luminescence, 8 min; Potency, µM (doses to about 38.3 µM), inactives show at the highest dose activity change, negative = inhibition, usual class: inhibitors; 0.28% of 200,000 active; AID 1379; further: potency means the concentration at half of the fitted maximal effect; on the % scale 0 is the no-effect control and ±100 the full control effect; nearly all actives have a fitted effect of over 60% in size
#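 Inhibition of Kinase-Glo luciferase light generation was assessed at 10 uM ATP in pH 7.2 imidazole buffer, with luminescence measured after eight minutes at ambient temperature.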
# * marks the source's active call; other numbers are inactive results; ? = inconclusive; / = no result given; & = joins results of further samples; [ ] = dose if it differs, or a comment. Unless noted, the call rests on the fitted dose curve; in most records, active means well fitted curve in the direction sought with a large enough effect; inconclusive means small, poorly fitted or top-dose-only effect, or another doubt; inactive means no such curve, though single readings can be large; an effect the other way counts as inactive or inconclusive. No enrichment for hits (roughly 4% active in at least one column).
structure | HttQ103 aggreg | IMPase Li cell | SMN2 splice up | CBFb-RUNX1 inh | HTT cytoprotect | LMNA splice mod | Luc counter
Cc1cc(O)c(NC(=O)c2cc([N+](=O)[O-])ccc2Cl)cc1C | 9%[9.22 µM] | 22% | / | 2% | -8%[10 µM] | / | -5%
COc1ccccc1/C=C/CN1CCCC(CCC(=O)NCc2ccccc2F)C1 (configuration not stated) | 10%[9.22 µM] | 32%[activator] | / | 7% | 0%[10 µM] | ? | 0%
Cc1noc(C)c1-c1nc(CS(=O)(=O)c2ccccc2)no1 | 19%[9.22 µM] | / | / | 5% | 17%[10 µM] | / | /
Cc1ccc(-c2nnc(N3CCCCC3)c3ccccc23)cc1S(=O)(=O)NCC1CCCO1 (configuration not stated) | -31% | 25%[38.3 µM] | 7% | -5% | -21% | ? | -3%
O=C(Nc1ccc2oc(=O)ccc2c1)c1cc2ccccc2o1 | 3% | 12% | 3.5µM* | -4% | -41%[10 µM] | -13% | -4%
Oc1ccc(C[C@@H]2CNC(=S)N2CCc2cc(C(F)(F)F)cc(C(F)(F)F)c2)cc1 | 6%[9.22 µM] | / | / | 8% | 36%[10 µM] | / | /
Cc1nc2cc(C(=O)OCC(=O)N(CC(C)C)C3CCS(=O)(=O)C3)ccc2n1-c1ccccc1 (configuration not stated) | -10% | -2%[38.3 µM] | -4% | -1% | -39%[inhibitor] | 5% | -1%
N#CC1=C(N)N(c2ncn[nH]2)C2=C(C(=O)CCC2)C1c1ccc(F)cc1 (configuration not stated) | ? | -1% | -11% | -2% | / | 3% | -1%
CCCCn1c(C(C)NC(=O)CC)nc2ccccc21 (configuration not stated) | -5% | 5%[38.3 µM] | -9% | 6% | -5% | -10% | 3%
CN(C)CC(C)(C)CNC(=O)c1cc(=O)c2ccccc2o1 | 24% | -3%[38.3 µM] | 7% | 3% | 12% | 7% | -1%
CC(C)C[C@@H](CC(=O)N[C@@H](CCC(=O)O)CC(=O)O)NC(=O)[C@@H]1CCCC[C@H]1NC(=O)C[C@@H](NC(=O)C[C@H](Cc1c[nH]c2ccccc12)NC(=O)[C@@H]1CCCC[C@H]1N)C(C)C | / | 19% | 8% | 8% | 22%[1.9 µM] | / | 3%
O=C(c1nnc(-c2ccncc2)o1)c1ccccc1Cl | -14% | 3%[38.3 µM] | -12% | 1% | 2% | -2% | -4%
COc1ccc(C2CC(C)(c3ccc(OC)cc3)Nc3ccccc3N2)cc1 (configuration not stated) | 6%[9.22 µM] | / | / | 3% | -7%[10 µM] | / | /
CC(=O)NC1C(Oc2ccccc2C)OC2COC(c3ccco3)OC2C1O (configuration not stated) | 5% | 2% | -15% | -10% | 11%[10 µM] | -11% | -1%
COc1cc2c(c(OC)c1OC)C(c1ccc(O)cc1)CC(=O)O2 (configuration not stated) | / | -2% | / | 7%[89.1 µM] | 12% | / | 5%[39.9 µM]
COc1cc(-c2nnc(SCC(=O)N3c4ccccc4Sc4ccccc43)o2)cc(OC)c1OC | -3% | 7% | -24% | 11% | -39%[10 µM] | ? | 1%
O=C(CCc1cnccn1)NC1CCCc2c1cnn2-c1ccc(F)cc1F (configuration not stated) | 16%[9.22 µM] | 6% | / | -8% | 12%[10 µM] | 10%[46 µM] | -7%
CC1CC(C)CN(CCCNC(=O)c2ccc(CS(=O)(=O)Cc3ccccc3F)o2)C1 (configuration not stated) | 18% | 12%[38.3 µM] | 5% | 1% | 19% | 1% | -1%
CCOCCCNc1nc2c(C)cccn2c(=O)c1/C=C1\SC(=S)N(C(C)CC)C1=O (configuration not stated) | -22%[9.22 µM] | / | / | 0% | -4%[10 µM] | ? | /
CCN(CC)CCCN(Cc1cc2cc(OC)ccc2[nH]c1=O)C(=O)Nc1ccc(F)cc1 | -8% | 6%[38.3 µM] | 6% | 5% | 12% | -5% | -4%
CC1SCC(=O)N(CC(=O)Nc2ccc3c(c2)OCO3)C1=O (configuration not stated) | 4% | -2% | 14% | -2% | 9%[10 µM] | -4% | 6%
COc1cc2c(cc1OC)CN(C(=O)NS(=O)(=O)c1ccc(C)cc1)CC2 | 25% | 21%[38.3 µM] | -2% | 0% | 5% | ? | -1%
COc1c(Cl)cnn(-c2ccccc2)c1=O | 5% | -5% | 2% | 2% | 16%[1.9 µM] | -12% | 4%
COc1ccccc1N1C(N)=NC(N)=NC1(C)C | 11% | -13%[38.3 µM] | 29% | -4% | 4% | -1%[0.0737 µM] | -3%
CC(C)Cc1cc(CN2CCC(CO)(Cc3cccc(C(F)(F)F)c3)CC2)[nH]n1 | 2%[9.22 µM] | 2% | / | 4% | -3%[10 µM] | -2%[46 µM] | -3%

# Among those listed so far, these have a Cl atom.
structure | HttQ103 aggreg | IMPase Li cell | SMN2 splice up | CBFb-RUNX1 inh | HTT cytoprotect | LMNA splice mod | Luc counter
Cc1cc(O)c(NC(=O)c2cc([N+](=O)[O-])ccc2Cl)cc1C | 9%[9.22 µM] | 22% | / | 2% | -8%[10 µM] | / | -5%
O=C(c1nnc(-c2ccncc2)o1)c1ccccc1Cl | -14% | 3%[38.3 µM] | -12% | 1% | 2% | -2% | -4%
COc1c(Cl)cnn(-c2ccccc2)c1=O | 5% | -5% | 2% | 2% | 16%[1.9 µM] | -12% | 4%

# Next section
structure | HttQ103 aggreg | IMPase Li cell | SMN2 splice up | CBFb-RUNX1 inh | HTT cytoprotect | LMNA splice mod | Luc counter
Cc1c(NC(=S)NC(=O)C(c2ccccc2)c2ccccc2)cccc1C(=O)O | 8% | 12%[38.3 µM] | -4% | 5% | 22% | 15% | -4%
O=[N+]([O-])c1ccc(N2CCN(Cc3ccccc3)CC2)c(S(=O)(=O)N2CCOCC2)c1 | -8% | 0%[38.3 µM] | -7% | -4% | -11% | 6%[0.0737 µM] | -1%
CC(=O)C1=C(O)C(=O)N(CCCCCC(=O)O)C1c1ccc(N(C)C)cc1 (configuration not stated) | 3% | 27%[38.3 µM] | / | 2% | -4% | -8% | -2%
O=C(c1ccccc1)N1CCN(S(=O)(=O)c2ccccc2)CC1 | -17%[9.22 µM] | / | / | 14% | 1%[10 µM] | / | /
COc1ccc(COc2cc(-c3cccc(OC)c3)nc3ccc(NC(=O)c4ccc(N(C)C)cc4)cc23)cc1 | -12% | 1%&-7% | -47%[inhibitor] | -16%&2% | -118%[inhibitor][40.3 µM] | ? | 3%[39.9 µM]
CCOC(=O)Cc1c[nH]c(=S)[nH]c1=O | -5%[9.22 µM] | / | / | 6% | ? | / | /
CCn1c(C(O)c2ccccc2)nc2ccccc21 (configuration not stated) | 17%[9.22 µM] | -1%[38.3 µM] | -14% | 5% | 5% | -3% | -2%
CC(=O)Nc1cccc(OCCCNS(=O)(=O)c2ccc(F)cc2)c1 | 0%[9.22 µM] | / | / | 6% | 9%[10 µM] | 8%[46 µM] | /
Cc1ccc(NC(=O)CN2C(=O)N/C(=C/c3cc(C)n(-c4cccc(C(=O)O)c4)c3C)C2=O)cc1 | 10% | 8% | 4% | / | / | / | -3%
O=c1cc(/N=C/c2coc3cc(Br)ccc3c2=O)[nH]c(=S)[nH]1 | -9%[9.22 µM] | / | / | -5% | 3%[10 µM] | / | /
C=CCn1c(=O)c2c(C)c(C)sc2n2c(Nc3ccccc3)nnc12 | 3% | 0%[38.3 µM] | -28% | -5% | -19%[0.074 µM] | ? | 8%
COc1ccc(C(=O)O)cc1F | ? | 5%[38.3 µM] | 12% | 6% | -4%[10 µM] | ? | -4%
O=C(Nc1ccccc1Cl)c1cc(S(=O)(=O)N2CCOCC2)cs1 | 16%[9.22 µM] | 34%[activator][38.3 µM] | -8% | 1% | 3% | -7% | 5%
O=C(CC(Nc1cccc(Cl)c1Cl)C(=O)O)c1ccccc1 (configuration not stated) | 10%[9.22 µM] | 13% | -5% | -2% | 20% | / | 2%
Cc1ccc(C(=O)O)cc1NC(=O)Nc1ccc2c(c1)OCO2 | -17% | 6% | ? | -3% | -54% | / | 1%
Cc1cc(Nc2ccccc2)nc(NCc2ccccc2)n1 | 6.3µM* | 11% | -43%[inhibitor] | -5% | 7%[10 µM] | ? | 0%
CN(Cc1ccccc1)Cc1nc2c([nH]1)c(=O)n(C)c(=O)n2C | -10% | 6% | -18% | -4% | 1%[10 µM] | -4% | 0%
O=C(COc1ccccc1)Nc1ccc(CSc2ccccc2)cc1 | 4% | 14%[38.3 µM] | -6% | 2% | 0% | -7% | -2%
O=C(NCCOc1ccccc1Cl)c1ncn[nH]1 | -21%[9.22 µM] | 2% | / | 4% | -19%[10 µM] | 4%[46 µM] | -7%
CCn1ncc(Br)c1C(=O)Nc1ccc(C(=O)OC(C)C)cc1 | -4% | 21%[38.3 µM] | -23% | 8% | 1% | -14% | -3%
c1ccc(NCc2nnc3n2CCCCC3)cc1 | 1% | -3%[38.3 µM] | -8% | 1% | -8%[10 µM] | 13% | 1%
CCn1c(Sc2nc(C)nc3scc(-c4cccs4)c23)n[nH]c1=O | ? | -6%[38.3 µM] | -19% | -4% | / | ? | 1%
CCN1c2ccccc2-c2nc3ccccc3n2C1c1ccncc1 (configuration not stated) | -11% | / | / | 10% | -8% | -2% | /
CCn1c(SCC(=O)c2ccccc2)nc2sc3c(c2c1=O)CCN(C)C3 | 3%[9.22 µM] | / | / | 0% | -2%[10 µM] | / | /
CC(=O)N1CCN(CC(=O)Nc2ccc([N+](=O)[O-])cc2Br)CC1 | 14% | 0% | -17% | 11% | -29% | -7%[9.22 µM] | -3%
CCOC(=O)c1c(NC(=O)c2ccc(S(=O)(=O)N3CCOCC3)cc2)sc2c1CCN(C)C2 | 4% | 24%[38.3 µM] | -12% | 4% | -16%[0.074 µM] | ? | -4%
Nc1ccc(SC(F)(F)F)cc1 | 22% | 1% | -10% | 4% | -15%[10 µM] | 7%[46 µM] | 1%
CCOC(=O)NNc1ccccc1 | 2%[9.22 µM] | / | / | 7% | -4%[10 µM] | / | /
COC(=O)Cc1cc(OC)c(OC)cc1Cc1cc(OC)c(OC)cc1CC(=O)OC | -22% | 4% | 10% | 11% | 18%[10 µM] | -11% | 0%
CC1=C(C(=O)O)N2C(=O)C(NC(=O)C(N)C3=CCC=CC3)C2SC1 (configuration not stated) | / | 3% | 14% | 18% | -22% | / | 0%
OCc1cn(-c2ccc(Cl)cc2)nn1 | 4% | -1% | -7% | 2% | 3%[10 µM] | 12%[46 µM] | -2%
C(=C\c1nc(-c2ccccc2)no1)/c1ccccc1 | 5% | -6% | 10µM* | 30% | 1%[10 µM] | -9% | 0%
COC(=O)c1c(-c2cccnc2)csc1NC(=O)c1cc(C)on1 | -9% | 17%[38.3 µM] | 11µM* | -1% | -2%[10 µM] | -8% | -6%
